Bioassay records from PubChem.
aSyn yeast rescue: qHTS of alpha-syn Inhibitors: NCGC Sytravon Library Screen; S. cerevisiae alpha-synuclein toxicity rescue, BacTiter-Glo growth, 24 h; Potency, µM (highest dose often 46.1 µM), for the others: at the top dose growth rescue (activation), hits mostly activators; 94,000 compounds, 0.02% hits; AID 1347070, 2019; active = well fitted activation curve with a large enough effect; inconclusive = small, poorly fitted or top-dose-only effect; note: 0% is about no effect
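Growth restoration measured by BacTiter-Glo luminescence after 24 hr at 30 deg C; alpha-synuclein yeast, raffinose-pregrown to mid-log, were added at OD600=0.02 in galactose medium onto pinned compounds.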
Numbers without * were called inactive; ? = inconclusive; [ ] = remark or other dose. Potency is the fitted concentration of half-maximal effect.

canonical_smiles	aSyn yeast rescue
O=C(NCC(c1cccnc1)N1CCc2ccccc2C1)c1ccc(F)c(F)c1 (configuration not stated)	8%
O=C(NC1CCCc2ccccc21)C1CCN(C(=O)c2sccc2-n2cccc2)CC1 (configuration not stated)	-3%
CCOc1ccc(NC(=O)c2cn(C)c(=O)c3cc(OC)c(OC)cc23)cc1	1%
CSc1ccc(S(=O)(=O)N2CCC(C(=O)Nc3ccc(NC(C)=O)cc3)CC2)cc1	0%
CC(C)Cn1c(CN2CCN(c3cccc(Cl)c3)CC2)nc2c1c(=O)[nH]c(=O)n2C	0%
O=C(CSc1ccc2nnc(-c3ccccc3)n2n1)N1CCCCC1	-9%
CCn1c(SCC(=O)N/N=C\c2ccccc2OCC(=O)O)nnc1-c1ccc(Cl)cc1	3%
O=C(Nc1ccc(N2CCC(N3CCCCC3)CC2)c(C(=O)O)c1)c1ccc(Br)cc1	0%

The list continues:
canonical_smiles	aSyn yeast rescue
Fc1c(F)c(F)c(NC2=NCCCCC2)c(F)c1F	-5%
Clc1ccc(CNc2ncnc3onc(-c4ccc(Cl)cc4)c23)cc1	5%
Cc1cc(NC(=O)CSc2nnnn2-c2ccccc2)no1	6%
Cc1ccc(NS(=O)(=O)c2ccc(-n3cccn3)cc2)c(Cl)c1	-1%
CC(C)(C)c1ccc(C2NC(=O)c3n[nH]c(-c4cccs4)c32)cc1 (configuration not stated)	-1%
COc1ccccc1N1CCN(S(=O)(=O)CCNC(=O)COc2ccc(C(C)C)cc2)CC1	?
O=C(CCS(=O)(=O)c1cc(Br)cc2c1N(C(=O)C1CC1)CC2)N1CCN(c2cccc(C(F)(F)F)c2)CC1	-8%
CCCN(CCC)C(=O)Cn1c(=O)n(-c2ccc(Cl)cc2)c(=O)c2c3c(sc21)CCCCC3	0%

(listing goes on)
canonical_smiles	aSyn yeast rescue
Cc1c(C(=O)Nc2ccc(C(C)C)cc2)sc2nc[nH]c(=O)c12	-8%
CCS(=O)(=O)c1ccc(O)c(Nc2cc(C)nc(SC)n2)c1	-6%
Cc1ccc2oc(-c3ccc(C)c(NC(=O)c4ccc(N5CCC(C)CC5)c([N+](=O)[O-])c4)c3)nc2c1	-6%
Cn1cc(S(=O)(=O)N2CCCC2)cc1C(=O)Nc1ccc(C(F)(F)F)cc1	-8%
Cc1cc(N/N=C/c2cccc([N+](=O)[O-])c2)nc(-n2nc(C)cc2C)n1	-3%
Cn1ncc2c(N3CCN(c4ccc(F)cc4)CC3)ncnc21	7%
COc1ccc(CC(=O)N2CCN(C(=O)Cc3ccc(OC)c(OC)c3)CC2)cc1OC	-2%
Cc1cccc(C(C)C)c1NC(=O)Cc1ccc(S(=O)(=O)N2CCOCC2)s1	3%

Carrying on.
canonical_smiles	aSyn yeast rescue
Cc1ccc(NS(=O)(=O)c2ccc3c(c2)CC(=O)N3)c(C)c1	3%
CCOC(=O)c1c(S(=O)(=O)N2CCCC(C(=O)Nc3ccc(C)cn3)C2)c(C)n(C)c1C (configuration not stated)	5%
CCN(C(=O)CCc1nc(-c2ccc(C)cc2)no1)c1cccc(Cl)c1	18%
CCOC(=O)C1CCCN(C(=O)Cn2ncc3c4ccccc4n(C)c3c2=O)C1 (configuration not stated)	1%
Cc1[nH]c2ccccc2c1-c1ccc(Cl)nn1	-2%
CCc1ccccc1NC(=O)C1CCN(S(=O)(=O)c2ccc(N3CCCC3=O)cc2)CC1	-1%
CCOC(=O)c1c(NC(C)=O)sc(C(=O)NC2CCCC2)c1C	-4%
Cc1ccc2c(CNCCc3ccc(Cl)cc3)c(C(=O)O)n(Cc3ccc(F)cc3)c2c1	-4%

(more compounds)
canonical_smiles	aSyn yeast rescue
COc1cc(/C=N/NC(=O)c2ccncc2)ccc1OCC(=O)Nc1cccc([N+](=O)[O-])c1	-4%
CCOC(=O)N1CCc2c(sc(NCc3cccs3)c2C(=O)Nc2ccc(OC)cc2OC)C1	1%
O=C(CN1C(=O)CCSc2ccc(S(=O)(=O)N3CCCC3)cc21)Nc1cccc(Cl)c1	-6%
CCN(CC)S(=O)(=O)c1ccc2c(c1)N(CC(=O)N1CCN(c3ccc(F)cc3)CC1)C(=O)CO2	4%
COc1cccc(NC(=O)CCN2CCN(CCO)CC2)c1	-6%
O=C(CNC(=O)c1ccccc1)OCc1nnc(-c2ccc(Cl)cc2)o1	-1%
COc1cccc2sc(N(Cc3cccnc3)C(=O)c3ccc(S(=O)(=O)N(C)C)cc3)nc12	3%
CCCC(c1nnnn1C(C)(C)C)N1CCN(Cc2ccccc2)CC1 (configuration not stated)	-1%

(more compounds)
canonical_smiles	aSyn yeast rescue
CN(Cc1ccccc1)C(=O)c1nc2ccccn2c1CN1CCc2sccc2C1	7%
CCOC(=O)Cc1nnc(NC(=O)CCc2ccccc2)s1	-7%
CCCOc1ccc(/C=N/NC(=O)C2CC2)c(OCCC)c1	9%
CN(Cc1c(F)cccc1Cl)S(=O)(=O)c1cccs1	8%
CCn1nnnc1NCc1ccc(OCc2c(F)cccc2Cl)c(OC)c1	-1%
O=C(Nc1ccc(-c2nc3cc(NC(=O)c4ccc(Cl)cc4)ccc3o2)cc1)c1ccc(Cl)cc1	-8%
COC(=O)c1ccc(S(=O)(=O)c2ccc([N+](=O)[O-])cc2)cc1	14%
O=C(CCN1CCOCC1)N/N=C/c1cc(Br)cc(Br)c1O	-14%

Carrying on:
canonical_smiles	aSyn yeast rescue
CCOC(=O)c1c(NC(=O)COC(=O)c2nc(Cl)ccc2Cl)sc(C(=O)NC)c1C	-38%[inhibitor]
CCc1ccc(CNC(=O)CCCN2C(=O)c3cccnc3Oc3ccc(Cl)cc32)cc1	6%
CCCCC(=O)N1CCN(c2nc3c(C)c(C)ccc3s2)CC1	1%
COc1cc(Nc2ncc3c(n2)CCN(Cc2cccc(C)c2)C3)cc(OC)c1	-1%
O=C(CSCC(=O)N1CCCCC1)Nc1nc(-c2cccs2)cs1	2%
CC(C)c1ccc(NC(=S)N2CCCC(c3ccc(F)cc3)=N2)cc1	-4%
Cc1cccc(NC(=O)c2ccc(C(=O)c3ccccc3)cc2)n1	-7%
COc1ccc(NC(=O)c2ccccc2-c2ccccc2)cc1	10%

The list continues:
canonical_smiles	aSyn yeast rescue
COc1ccc(C)cc1NC(=O)Nc1ccccc1OCc1cc(=O)n2ccccc2n1	-2%
Cc1noc(C)c1S(=O)(=O)N(CC(=O)Nc1ccc(C(F)(F)F)cc1)c1ccc(C(C)C)cc1	2%
Cc1oc(-c2ccc(Cl)cc2)nc1CN1CCC(C(=O)NCCCN2CCN(c3cccc(Cl)c3)CC2)CC1	-27%
COc1cc2nc3n(c(=O)c2cc1OC)-c1cc2ccccc2cc1C(=O)NC3CC(C)C (configuration not stated)	-1%
COc1ccc2[nH]c(C(=O)Nc3ccc(C)c(F)c3)cc2c1	-18%
CCn1ccnc1CN(C)C(=O)CCc1nnc(CCC2CCCCC2)o1	15%
CCOc1ccccc1C1N=C(N)Nc2nc3ccccc3n21 (configuration not stated)	7%
Cc1nnc(SCc2ccc(Cl)cc2)c2cc3occc3n12	23%

Further compounds
canonical_smiles	aSyn yeast rescue
Cc1cc2ncn(CCCCOc3ccccc3)c2cc1C	8%
CC1CCN(c2oc(-c3ccc(COc4ccccc4)o3)nc2C#N)CC1	8%
COCCN(C(=S)Nc1ccc(Cl)cc1OC)C1CCN(C(C)=O)CC1	8%
CCOC(=O)c1cnc(N2CCN(c3ccc(C)cc3C)CC2)c2ccccc12	-11%
CCOc1ccc(-c2cn3c(n2)sc2cc(C(=O)NCCCc4ccccc4)ccc23)cc1	2%
O=C(CSC1=Nc2ccccc2N=C(c2ccc(F)cc2)C1)NCc1ccc(F)cc1	-6%
COC(=O)c1cc2occc2n1Cc1nc(-c2ccc(C)cc2)oc1C	6%
COc1ccc(CNC(=O)c2cc(-c3ccc(OC)cc3)on2)cc1	-6%

(list continues)
canonical_smiles	aSyn yeast rescue
COc1ccc(Cl)c2sc(NC(=O)C3=COCCO3)nc12	-30%
COc1cc([N+](=O)[O-])ccc1NC(=O)COC(=O)CCS(=O)(=O)c1ccc(C)cc1	17%
Cc1ccccc1NC(=O)Cn1cc(S(=O)(=O)c2ccccc2)c(=O)c2ccccc21	7%
COc1ccc([N+](=O)[O-])cc1N(CC(=O)N(C)C)S(C)(=O)=O	3%
CCc1ccccc1NC(=O)COC(=O)c1cn(CC)c2nc(C)ccc2c1=O	-5%
COC(=O)c1ccc(C2Nc3c(C)cccc3-c3cc(C)nn32)cc1 (configuration not stated)	12%
NS(=O)(=O)c1ccc(Nc2nc(-c3ccc(F)cc3)cs2)cc1	-2%
COc1ccc(CNC(=O)COC(=O)CCn2c(C)csc2=O)cc1OC	-15%

(listing goes on)
canonical_smiles	aSyn yeast rescue
CCCCOc1ccc(C(=O)N2CCCCC2CCN2CCOCC2)cc1 (configuration not stated)	9%
CCn1c(=O)n(-c2ccc3c(c2)OCO3)c2nc(-c3cc(OC)ccc3OC)nc(C(N)=O)c21	-7%
Cc1nnsc1C(=O)Oc1ccccc1Cl	-8%
Cc1ccc(CN(C)C[C@@H]2OCc3cnnn3CCCC(=O)N([C@@H](C)CO)C[C@H]2C)cc1	5%
CCCCn1nc(C(=O)NC2CCCCC2)c2ccccc2c1=O	-10%
Cc1cn(-c2cc(C(=O)Nc3ccc(C)c(NC(=O)N4CCNC4=O)c3)cc(C(F)(F)F)c2)cn1	0%
CC1CCCN(CCCNC(=O)c2ccc3c(c2)N(Cc2cccc(Cl)c2)C(=O)c2ccccc2S3(=O)=O)C1 (configuration not stated)	3%
COc1cc(Nc2nc(-c3ccc(OC)c(OC)c3)nc3ccccc23)cc(OC)c1	-55%[inhibitor]

Next part
canonical_smiles	aSyn yeast rescue
COc1ccc(-c2ccc(CN3C(C(C)C)C(=O)N(Cc4cn(CC5CCCCC5)nn4)CCS3(=O)=O)cc2)cc1OC (configuration not stated)	-20%
CCOc1ccc(NC(=O)c2cc3c(-c4ccccc4F)nn(C)c3s2)cc1	-3%
Cc1ccc(NC(=O)CCc2nc3ccccc3c(=O)[nH]2)cc1S(=O)(=O)N1CCOCC1	-2%
Cc1ccc2[nH]cc(C(c3ccccc3)c3cccs3)c2c1 (configuration not stated)	-36%[inhibitor]
Cc1cccc(-n2c3nc(=O)[nH]c(=O)c-3cc3c(C)nn(-c4ccccc4)c32)c1C	6%
COc1ccc2nc(NC(=O)CSCC(=O)Nc3cc(C)on3)sc2c1	-1%
O=c1[nH]c(CN2CCN(S(=O)(=O)c3ccccc3C(F)(F)F)CC2)nc2sc3c(c12)CCCC3	19%
CCC(C)NC(=O)c1ccc2nc(Cc3ccccc3)oc2c1 (configuration not stated)	4%

The last four entries of the section before come first, to join the parts:
canonical_smiles	aSyn yeast rescue
Cc1cccc(-n2c3nc(=O)[nH]c(=O)c-3cc3c(C)nn(-c4ccccc4)c32)c1C	6%
COc1ccc2nc(NC(=O)CSCC(=O)Nc3cc(C)on3)sc2c1	-1%
O=c1[nH]c(CN2CCN(S(=O)(=O)c3ccccc3C(F)(F)F)CC2)nc2sc3c(c12)CCCC3	19%
CCC(C)NC(=O)c1ccc2nc(Cc3ccccc3)oc2c1 (configuration not stated)	4%
Cc1ccccc1-c1nn2c(=O)cc(CN3CCN(C(=O)c4ccc(C(C)(C)C)cc4)CC3)nc2s1	-4%
Cc1cc(C)nc(NC(=S)Nc2ccc(F)cc2F)c1	-4%
Cc1ccc2c(CN3CCC(C(N)=O)CC3)cc(=O)oc2c1C	0%
O=C(NCCCN1CCOCC1)C(=O)NCC1OCCN1S(=O)(=O)c1ccc(Cl)cc1 (configuration not stated)	3%
Cc1ccccc1-c1nn(-c2ccc(F)cc2F)cc1CNCCCO	3%
Cc1ccc([C@H]2N[C@]3(CCCN(Cc4ccc(Br)cc4)C3=O)[C@H]3C(=O)N(Cc4ccccc4)C(=O)[C@@H]23)cc1	-4%
CCOc1ccccc1NC(=O)Cn1nnc(C(=O)NCc2ccc(F)cc2)c1N	5%
CCc1ccc(C(=O)COC(=O)c2cncc(Br)c2)cc1	3%

(next part)
canonical_smiles	aSyn yeast rescue
CC(C)CN(C(=O)COC(=O)CCc1c[nH]c2ccccc12)c1c(N)n(Cc2ccccc2)c(=O)[nH]c1=O	4%
C[C@H]1CN([C@@H](C)CO)C(=O)CCCn2cc(nn2)CO[C@@H]1CN(C)C(=O)Nc1cccc(Oc2ccccn2)c1	-4%
C#CCSc1nnnn1-c1ccc(Br)c(C)c1	-4%
N#Cc1ccc(C(=O)OCC(=O)Nc2ccc(S(N)(=O)=O)cc2)cc1	1%
Cc1ccccc1NC(=O)CCS(=O)(=O)c1cc(Br)cc2c1N(C(=O)C1CC1)CC2	-2%
Cc1ccc(S(=O)(=O)N2Cc3ccccc3CC2C(N)=O)cc1 (configuration not stated)	0%
CCOc1cc(C2C(C(=O)OC)=C(C)NC3=C2C(=O)c2ccccc23)ccc1O (configuration not stated)	-3%
CCCn1c(=N)c(C(=O)NC2CCCCC2)cc2c(=O)n3cc(C)ccc3nc21	6%

Carrying on.
canonical_smiles	aSyn yeast rescue
CCCNC(=O)COCc1cc(-c2ccc(F)cc2)on1	-5%
CC(=O)Nc1nonc1-c1nnc(SCC(=O)Nc2cccc(F)c2)n1-c1ccccc1	5%
O=C(Nc1cccc(C(F)(F)F)c1)Nc1cccs1	-12%
COc1ccc(N2CCN(C3CCN(S(=O)(=O)c4ccc(F)cc4)CC3)CC2)cc1	-1%
COc1cc(Cl)c(C)cc1NC(=O)c1cnc(N2CCOCC2)c2ccccc12	0%
Cc1ccc(Cc2c(C)nc3nc(SCC(=O)NC(C)c4ccccc4)nn3c2C)cc1 (configuration not stated)	7%
COc1ccccc1C(=O)Nc1ccc2nc(N3CCC(C)CC3)cc(C)c2c1	-2%
CC(=O)Nc1ccc(NC(=O)Cn2c(=O)n(-c3ccccc3)c(=O)c3oc4ccccc4c32)cc1	-5%
Cc1ccc(S(=O)(=O)N2CCN(Cc3nc4ccc(C)cc4o3)CC2)cc1	4%
CC1(C)CC(=O)C=C(c2n[nH]nc2C2=CCCCC2)C1	-4%

This is a subset. The share of hits here may be higher or lower than overall.
